BL2 CD40 inh: CD40 pathway inhibition in BL2 cells | BL2 NF-kB luciferase reporter, CD40L-induced, 4 h | inhibition, % at 10 µM | actives 0.94% (n = 83,000) | AID 1053188;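 active = mean inhibition of at least 50% with a set share of replicates also reaching that level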;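 also: 0% = neutral control wells and 100% = IKK inhibitor VII at 50 µM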
The depositor's hits bear a star; & = joins results of further samples; [ ] = dose if it differs, or a comment. These rows are one share of the data; rates above refer to the full screens.

nr | canonical_smiles | BL2 CD40 inh
1 | COc1cccc(-c2ccc3n(c2=O)C[C@@H]2[C@@H](CO)[C@H](C(=O)O)[C@H]3N2Cc2ccccc2F)c1 | -3[25 µM]
2 | COc1ccc(-c2cc(=NCCCCCC(=O)O)c3cc(C)ccc3o2)cc1 | -64
3 | CC[C@@H](O)C[C@H]1CCC[C@@]2(C[C@@H]3OC(=O)/C=C/[C@@](C)(O)[C@@H](O)[C@H](C)[C@@H](O)[C@H](OC4CCC(N(C)C)C(C)O4)[C@@H](O)[C@](C)(O)CCCCC/C=C/[C@@H]4CC(C)(C)O[C@@]4(O)C[C@H](O2)[C@H]3C)O1 (some centres not stated) | 41
4 | CC(=O)Nc1ccccc1C(=O)OCc1ccc(C(=O)c2ccccc2)cc1 | -23
5 | O=c1[nH]c(=O)n(Cc2ccccc2)c(O)c1/C=C1\C=Nc2ccccc21 | -13
6 | O=C(c1cc(-c2ccncc2)nc2ccccc12)N1CCC2(CC1)OCCO2 | 0
7 | CC(C)(C)N1CC(C(=O)c2ccccc2)C1c1ccccc1 (configuration not stated) | 1
8 | CC1([N+](=O)[O-])COP(=O)(Nc2ccccc2F)OC1 (configuration not stated) | 4
9 | O=C1NC(=S)N(c2ccccc2)C(=O)C1C(c1ccncc1)C1C(=O)NC(=S)N(c2ccccc2)C1=O (configuration not stated) | -1
10 | N=C1c2ccccc2CN1c1cccc([N+](=O)[O-])c1 | 1
11 | Oc1ccc(Cl)c(Cl)c1 | 6
12 | CN1C(=O)c2ccccc2NC(=O)C1Cc1ccccc1 (configuration not stated) | 1
13 | CC1C=CCCC12C(=O)NC(=O)NC2=O (configuration not stated) | -13
14 | c1cncc(-c2ccc(C3[C@H]4CNC[C@@H]3N4CC3CC3)cc2)c1 (some centres not stated) | 3[25 µM]
15 | CC(C)OP(=O)(O)NC(=O)c1ccccc1 | 8
16 | C=CCN1CCC23c4c5ccc(O)c4OC2/C(=N\NC(=O)c2ccccc2)CCC3(O)C1C5 (configuration not stated) | -12[25 µM]
17 | Cc1ccc(OC(=O)N(C)C[C@H]2OCc3ccccc3-c3c(n(C)c4ccccc34)C(=O)N([C@@H](C)CO)C[C@@H]2C)cc1 | 31[25 µM]
18 | O=C(CN1CCCC1=O)N1CCOCC1 | 7
19 | Cc1cnn(C2CCN(C)CC2)c1N | -2
20 | COc1ccc(NP2(=O)OCC(C)(N)CO2)cc1 (configuration not stated) | -2
21 | Nc1cc(Cl)cc(Cl)c1 | 20
22 | CSc1nc2ccccc2c(=O)n1-c1cccnc1 | 5
23 | CC12CCC3C(CC=C4CC5(CCC43C)OCCO5)C1CCC2=O (configuration not stated) | 7
24 | C[C@]12CC[C@H](O)CC1=CC(=O)C1C2CC[C@]2(C)C(=O)[C@H](O)CC12 (some centres not stated) | 11
25 | O=C(O)C[C@@H]1CC[C@H]2NC[C@@H](O)COC[C@@H]2O1 | 1[25 µM]

Next section; it opens with the 2 that closed the last part.
nr | canonical_smiles | BL2 CD40 inh
24 | C[C@]12CC[C@H](O)CC1=CC(=O)C1C2CC[C@]2(C)C(=O)[C@H](O)CC12 (some centres not stated) | 11
25 | O=C(O)C[C@@H]1CC[C@H]2NC[C@@H](O)COC[C@@H]2O1 | 1[25 µM]
26 | O=P(O)(Oc1ccccc1)c1ccccc1 | -1
27 | C/C=C/c1ccc(C2[C@H]3CNC[C@@H]2N3Cc2ccccn2)cc1 (some centres not stated) | 1&0[25 µM]
28 | O=C1NC(=O)N(Cc2ccccc2)C(=O)/C1=C\c1ccco1 | -4
29 | C1CCCN(C2CCNCC2)CC1 | 8
30 | COc1cccc(C(=O)N2CCC3(CC2)OCCO3)c1 | 4
31 | O=C(c1ccc(Cl)cc1)C1CCCN(Cc2cccc3cnccc23)C1 (configuration not stated) | 38
32 | Cc1ccsc1C(=O)C1CCCN(Cc2cnc(N3CCOCC3)s2)C1 (configuration not stated) | 2
33 | O=C(Cc1cccnc1)N1CCCCN2[C@@H](CO)[C@@H](c3ccc(C#CC4CCCC4)cc3)[C@@H]2C1 | -10[25 µM]
34 | CNCCCc1ccccc1 | 1
35 | COC(=O)c1c(C)[nH]c(C(=O)C(Cc2ccccc2)N(C)C)c1C (configuration not stated) | -24
36 | O=C(c1cc2ccccn2n1)N1CCC2(CC1)OCCO2 | -5
37 | CCOC(=O)C1(CCOc2ccccc2)CCN(C2Cc3ccccc3C2)CC1 | 6
38 | CN1C(=O)C(Cc2cccc3ccccc23)C(=O)N(C)C1=O | 2
39 | N#Cc1ncc(N=Cc2ccc(N(CCCl)CCCl)cc2)s1 | 8
40 | CCCSc1nc(O)c(CC)c(=O)n1C(C)CC (configuration not stated) | -6
41 | O=C(N[C@H]1CN2CCC1CC2)c1ccc(Cl)cc1 | -1[25 µM]
42 | Cc1ccc(C(=O)N2CC2C)cc1 (configuration not stated) | -1
43 | C(#CCN1CCOCC1)COC/C=C/c1ccccc1 | 1
44 | Cc1cccc(CN2CCCC(C(=O)c3ccc4c(c3)OCO4)C2)n1 (configuration not stated) | 15
45 | CCC1(CC(C)C)C(=O)NC(=S)NC1=O | 7
46 | c1cncc(C2Nc3cccc4cccc(c34)N2)c1 | -11
47 | CN1C(=O)N(C)C(=O)C2(Cc3ccccc3N3CCOCC32)C1=O (configuration not stated) | 0
48 | CC(C)NC(=O)N1[C@@H]2c3ccc(-c4cccc(C(=O)N(C)C)c4)c(=O)n3C[C@H]1[C@H](CO)[C@H]2C(=O)O | -11[25 µM]
49 | CS(=O)(=O)N1C[C@@H]2N[C@H](C1)C2c1ccc(Br)cc1 (some centres not stated) | -4
50 | CC(=O)OC(C)(C)/C=C/C(=O)C(C)(O)C1C(O)CC2(C)C3CC=C4C(CC(O)C(=O)C4(C)C)C3(C)C(=O)CC12C (configuration not stated) | 60*
51 | C/C=C/c1ccc([C@@H]2[C@H](CO)N3CCCCN(C(=O)Cc4cccnc4)C[C@@H]23)cc1 | -10[25 µM]
52 | CS(=O)(=O)N1C[C@@H]2C(c3ccc(Br)cc3)[C@H](C1)N2CC1CC1 (some centres not stated) | 3&16
53 | CC1C(=O)OC2CCN3CC4OC4(COC(=O)C(C)(O)C1(C)O)C23 (configuration not stated) | 9
54 | Cc1ccccc1NS(=O)(=O)c1ccc(OCC(=O)N2CCN(C)CC2)cc1 | 4
55 | COC(=O)[C@@H]1[C@@H](CO)[C@@H]2Cn3c(ccc(C4=CCCC4)c3=O)[C@H]1N2C(=O)CC1CC1 | 0[25 µM]
56 | O=C(C[N+]12CCN(CC1)CC2)NCCc1ccc(Cl)cc1Cl | 7
57 | NC(=O)c1c(Br)n(C2OC(CO)C(O)C2O)c2ncnc(N)c12 (configuration not stated) | 56*
58 | CCC1(Oc2ccccc2)C(=O)NC(=O)NC1=O | -10
59 | O=C(O)[C@@H]1[C@@H](CO)[C@@H]2Cn3c(ccc(-c4ccccc4)c3=O)[C@H]1N2C(=O)C1CCCCC1 | -2[25 µM]
60 | C/C=C/c1ccc(C2[C@@H]3CN(C(=O)C4CCOCC4)C[C@H]2N3)cc1 (some centres not stated) | 4&2[25 µM]
61 | COc1ccc(OC(=O)N(C)C[C@H]2OCc3ccccc3-c3c(n(C)c4ccccc34)C(=O)N([C@H](C)CO)C[C@@H]2C)cc1 | -3
62 | CC(C)CCn1c(N)c(C(=O)OCC2CCCO2)c2nc3ccccc3nc21 (configuration not stated) | 5
63 | N#Cc1ccc(-c2ccc([C@@H]3[C@H]4CN(C(=O)Cc5ccccc5)CCCCN4[C@H]3CO)cc2)cc1 | 2[25 µM]

Among those listed so far, 11 contain a halogen:
nr | canonical_smiles | BL2 CD40 inh
1 | COc1cccc(-c2ccc3n(c2=O)C[C@@H]2[C@@H](CO)[C@H](C(=O)O)[C@H]3N2Cc2ccccc2F)c1 | -3[25 µM]
8 | CC1([N+](=O)[O-])COP(=O)(Nc2ccccc2F)OC1 (configuration not stated) | 4
11 | Oc1ccc(Cl)c(Cl)c1 | 6
21 | Nc1cc(Cl)cc(Cl)c1 | 20
31 | O=C(c1ccc(Cl)cc1)C1CCCN(Cc2cccc3cnccc23)C1 (configuration not stated) | 38
39 | N#Cc1ncc(N=Cc2ccc(N(CCCl)CCCl)cc2)s1 | 8
41 | O=C(N[C@H]1CN2CCC1CC2)c1ccc(Cl)cc1 | -1[25 µM]
49 | CS(=O)(=O)N1C[C@@H]2N[C@H](C1)C2c1ccc(Br)cc1 (some centres not stated) | -4
52 | CS(=O)(=O)N1C[C@@H]2C(c3ccc(Br)cc3)[C@H](C1)N2CC1CC1 (some centres not stated) | 3&16
56 | O=C(C[N+]12CCN(CC1)CC2)NCCc1ccc(Cl)cc1Cl | 7
57 | NC(=O)c1c(Br)n(C2OC(CO)C(O)C2O)c2ncnc(N)c12 (configuration not stated) | 56*

Screening data from PubChem.
